From PubChem BioAssay
Vc quorum ag = inducers of Vibrio cholerae quorum light production without autoinducers, primary screen, BH1578 luxS cqsA deficient, single point. V. cholerae BH1578 lux reporter, luminescence, 6 h. activation, % at 18.7 µM. hit rate 0.16% among 350,000; in the data active means activation mostly above about 9.7%, no sharp cut-off; inconclusive means no clear call, values can overlap the other calls; inactive means mostly below about 3.7%; further: not every result past the cut was called active; inactives centre near 0; reference of the scale not given here
Rv3671c protease = Rv3671c serine protease inhibitors, primary screen, biochemical, fluorescence polarization, M. tuberculosis H37Rv | P9WHR9 | hit rate 0.048% among 320,000 | inhibition, % at 5.96 µM; in the data active means inhibition above about 38%;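 further: extracellular domain of Rv3671c used as enzyme; 0% = enzyme with DMSO and 100% = no enzyme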
MazF activator = activators of E. coli MazEF toxin-antitoxin RNase, primary screen, biochemical, fluorescence, uHTS. hit rate 0.32% among 350,000. activation, % at 20 µM. AID 504720, 2011. Endoribonuclease toxin MazF (Escherichia coli (strain K12)), P0AE70. FAM/BHQ RNA-DNA oligo cleavage fluorescence, 5 h; in the data active means activation above about 50%
TcdB GH inh = TcdB glycohydrolase inhibitors, primary screen, biochemical, single point, plate reader | TcdB glycohydrolase enzymatic assay | inhibition, % at 9.99 µM | hit rate 0.24% among 350,000 | AID 652162, 2013; in the data active means inhibition above about 10%
DUSP3 inh = VHR1 phosphatase inhibitors, primary screen, biochemical, absorbance, uHTS; recombinant VHR phosphatase, pNPP absorbance; inhibition, % at 13.3 µM; hit rate 0.52% among 290,000; in the data active means inhibition above about 50%; further: some compounds called inactive have numbers as strong as hits
Target sequence (P51452 whole entry, looked up): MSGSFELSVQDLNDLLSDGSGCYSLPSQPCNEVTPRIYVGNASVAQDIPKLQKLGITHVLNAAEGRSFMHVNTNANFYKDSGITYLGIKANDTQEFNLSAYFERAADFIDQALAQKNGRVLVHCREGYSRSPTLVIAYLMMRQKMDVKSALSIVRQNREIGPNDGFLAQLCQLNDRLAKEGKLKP
Anthrax LF inh2 = Bacillus anthracis LF protease inhibitors, primary screen, biochemical, multiplex microsphere, MLPCN library. hit rate 0.12% among 360,000. multiplex microsphere protease cleavage assay. inhibition, % at 10 µM. AID 588501, 2011; in the data active means inhibition above about 30%; inconclusive means no clear call, values can overlap the other calls; further: plate controls were buffer without enzyme for full effect and enzyme alone for no effect
Target sequence (P15917 whole entry, looked up): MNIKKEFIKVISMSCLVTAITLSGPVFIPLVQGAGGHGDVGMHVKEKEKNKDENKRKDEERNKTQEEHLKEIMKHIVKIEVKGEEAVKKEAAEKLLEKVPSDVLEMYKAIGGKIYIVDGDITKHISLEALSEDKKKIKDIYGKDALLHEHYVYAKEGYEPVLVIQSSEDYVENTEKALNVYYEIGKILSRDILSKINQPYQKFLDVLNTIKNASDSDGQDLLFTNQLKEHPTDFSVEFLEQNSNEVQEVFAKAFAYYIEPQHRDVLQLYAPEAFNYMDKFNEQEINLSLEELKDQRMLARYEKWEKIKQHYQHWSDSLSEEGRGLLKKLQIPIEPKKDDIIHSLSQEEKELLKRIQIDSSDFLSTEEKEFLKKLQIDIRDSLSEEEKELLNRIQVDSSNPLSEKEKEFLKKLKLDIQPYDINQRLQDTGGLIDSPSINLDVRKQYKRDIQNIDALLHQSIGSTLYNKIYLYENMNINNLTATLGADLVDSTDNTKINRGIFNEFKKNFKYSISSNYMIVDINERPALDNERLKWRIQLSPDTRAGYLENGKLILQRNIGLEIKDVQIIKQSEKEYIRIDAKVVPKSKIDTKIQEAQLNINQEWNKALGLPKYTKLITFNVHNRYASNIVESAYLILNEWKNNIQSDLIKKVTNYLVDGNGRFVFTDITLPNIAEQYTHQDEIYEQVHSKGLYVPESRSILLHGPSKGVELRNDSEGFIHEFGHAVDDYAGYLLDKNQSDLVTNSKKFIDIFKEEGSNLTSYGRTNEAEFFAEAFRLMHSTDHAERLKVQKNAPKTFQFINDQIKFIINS
Yp Topo-I inh = Yersinia pestis topoisomerase I inhibitors, primary screen, biochemical, cleavage product accumulation, plate reader, single point. hit rate 0.064% among 360,000. Y. pestis Topo-I cleavage product accumulation. activity, % at 10 µM; in the data active means activity above about 50%, passing the limit was not always enough; inconclusive means no clear call, values can overlap the other calls; further: inactives centre near 2
SSB-PriA inh = inhibitors of Klebsiella pneumoniae PriA binding to SSB C-terminal tail, primary screen, biochemical, AlphaScreen. PriA–SSB C-terminal tail interaction (Klebsiella pneumoniae). AlphaScreen SSBct-PriA binding, biotinylated peptide. inhibition, % at 33 µM. hit rate 0.6% among 430,000. AID 1272365, 2023; in the data active means inhibition mostly above about 37%, no sharp cut-off; inactive means mostly below about 20%;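 further: plate controls were negative control peptide for no effect and reference peptide for full effect; strong numbers were not always called active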
PfHsp40 yeast = rescue of yeast from PfHsp40 toxicity, primary screen, S. cerevisiae, ATP luminescence; hit rate 0.68% among 340,000; growth rescue, % at 12.5 µM; S. cerevisiae expressing PfHsp40, growth rescue; in the data active means growth rescue above about 28%, passing the limit was not always enough; inconclusive means no clear call, values can overlap the other calls;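 further: yeast W303a lacking pdr1 and pdr3 grown in galactose medium; growth measured after three days at 30 °C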
SARS 3CLpro inh = SARS-CoV 3CLpro protease inhibitors, primary screen, biochemical, quenched FRET; recombinant SARS-CoV 3CLpro, quenched FRET peptide cleavage; inhibition, % at 6 µM; hit rate 0.14% among 290,000; in the data active means inhibition above about 12%
* hit, by the source's call; i = inactive; ? = inconclusive; . = not tested or not shown; & = joins results of further samples. Some of the compounds tested; rates above refer to the full screens.

#1 COc1cc2c(cc1OC)C(C)N(C(=O)c1cc(C)on1)CC2 (centres undefined)
#2 C=CCNC(=S)Nc1ccc(OC(F)F)c(Cl)c1
#3 C[C@@H]1CCCCO[C@H](CN(C)Cc2ccccc2)[C@@H](C)CN([C@H](C)CO)C(=O)c2cc(NC(=O)c3ccccc3)ccc2O1
#4 Cc1ccc(NCc2ccccc2O)cc1C
#5 CCNC(=S)N1CCc2cc(OC)c(OC)cc2C1COc1ccc(OC)cc1 (centres undefined)

Compound	1	2	3	4	5
Vc quorum ag	0.5	-0.2	i	i	-0.1
Rv3671c protease	0	0	.	-6	-5
MazF activator	-3	11	3	9	4
TcdB GH inh	0.2	0.4	0.5	-0.3	-0.2
DUSP3 inh	38	12	.	18	14
Anthrax LF inh2	3	-2	-4	1	-4
Yp Topo-I inh	-1	11	19	-15	20
SSB-PriA inh	-22	-16	.	13	8
PfHsp40 yeast	0.0	-1.5	.	0.9	0.7
SARS 3CLpro inh	-4	3	.	2	4

#6 COc1ccc(S(=O)(=O)N2CCOC2CNC(=O)C(=O)NCCCN2CCOCC2)cc1 (centres undefined)
#7 C=CCn1c(=O)c2ccccc2n2c(SCC(=O)NC)nnc12
#8 C=CS(=O)(=O)c1ccc(Oc2ccc(S(=O)(=O)C=C)cc2)cc1
#9 COc1ccc(CNC(=O)C(C)NS(=O)(=O)c2ccc(C)cc2)cc1 (centres undefined)
#10 COCCC(=O)N1CCC(Oc2ccc(C(=O)N3C[C@@H]4CCC[C@H]3C4)cc2)CC1

Compound	6	7	8	9	10
Vc quorum ag	-0.5	-2.6	-0.2	-1.4	-0.4
Rv3671c protease	-3	-2	-1	-2	-11
MazF activator	0	5	-4	1	2
TcdB GH inh	1.2	0.4	1.7	-3.5	0.5
DUSP3 inh	10	-2	3	26	-2
Anthrax LF inh2	3	-1	1	-11	-1
Yp Topo-I inh	-4	-3	2	12	-7
SSB-PriA inh	5	-10	-8	-15	-16
PfHsp40 yeast	0.4	-1.2	-0.6	-1.6	-1.2
SARS 3CLpro inh	-3	-3	-5	2	1

Part of the list above in order of length of the SMILES, low to high.
#4 Cc1ccc(NCc2ccccc2O)cc1C
#2 C=CCNC(=S)Nc1ccc(OC(F)F)c(Cl)c1
#7 C=CCn1c(=O)c2ccccc2n2c(SCC(=O)NC)nnc12
#1 COc1cc2c(cc1OC)C(C)N(C(=O)c1cc(C)on1)CC2 (centres undefined)
#9 COc1ccc(CNC(=O)C(C)NS(=O)(=O)c2ccc(C)cc2)cc1 (centres undefined)
#8 C=CS(=O)(=O)c1ccc(Oc2ccc(S(=O)(=O)C=C)cc2)cc1
#6 COc1ccc(S(=O)(=O)N2CCOC2CNC(=O)C(=O)NCCCN2CCOCC2)cc1 (centres undefined)

Compound	4	2	7	1	9	8	6
Vc quorum ag	i	-0.2	-2.6	0.5	-1.4	-0.2	-0.5
Rv3671c protease	-6	0	-2	0	-2	-1	-3
MazF activator	9	11	5	-3	1	-4	0
TcdB GH inh	-0.3	0.4	0.4	0.2	-3.5	1.7	1.2
DUSP3 inh	18	12	-2	38	26	3	10
Anthrax LF inh2	1	-2	-1	3	-11	1	3
Yp Topo-I inh	-15	11	-3	-1	12	2	-4
SSB-PriA inh	13	-16	-10	-22	-15	-8	5
PfHsp40 yeast	0.9	-1.5	-1.2	0.0	-1.6	-0.6	0.4
SARS 3CLpro inh	2	3	-3	-4	2	-5	-3

#10 COCCC(=O)N1CCC(Oc2ccc(C(=O)N3C[C@@H]4CCC[C@H]3C4)cc2)CC1
#3 C[C@@H]1CCCCO[C@H](CN(C)Cc2ccccc2)[C@@H](C)CN([C@H](C)CO)C(=O)c2cc(NC(=O)c3ccccc3)ccc2O1

Compound	10	3
Vc quorum ag	-0.4	i
Rv3671c protease	-11	.
MazF activator	2	3
TcdB GH inh	0.5	0.5
DUSP3 inh	-2	.
Anthrax LF inh2	-1	-4
Yp Topo-I inh	-7	19
SSB-PriA inh	-16	.
PfHsp40 yeast	-1.2	.
SARS 3CLpro inh	1	.

The results go on.
#11 Cn1cccc1CNCC(O)c1ccccc1 (centres undefined)
#12 CS(=O)(=O)c1ccc(Cl)c(NC(=O)Cc2ccsc2)c1
#13 O=S(=O)(/N=C(\Sc1ccccc1)c1ccccc1)c1ccc(Cl)cc1
#14 CCOC(=S)SCC(=O)Nc1nc(-c2ccccc2)cs1
#15 COc1ccc(-c2cc(CNS(=O)(=O)c3cc(OC)ccc3OC)on2)cc1

Compound	11	12	13	14	15
Vc quorum ag	-1.6	-0.3	i	-0.6	i
Rv3671c protease	6	-3	5	1	-3
MazF activator	7	-1	-5	5	3
TcdB GH inh	1.7	-0.8	.	.	1.6
DUSP3 inh	13	10	13	9	10
Anthrax LF inh2	-19	-4	-5	2	2
Yp Topo-I inh	-1	0	3	-6	6
SSB-PriA inh	-2	-15	.	-6	-22
PfHsp40 yeast	0.3	-0.7	-0.3	-1.6	-0.4
SARS 3CLpro inh	-2	-8	0	-1	-1

#16 COc1ccc(/C=N/n2c(N)nc3ccccc32)cc1OC
#17 Cc1cccc(OCC(=O)O/N=C(\N)Cc2cccs2)c1
#18 CC(C)(C)c1cc(NS(=O)(=O)c2cccs2)no1
#19 COc1ccc(C2(C)NC(=O)N(CC(=O)Nc3c(C)n(C)n(-c4ccccc4)c3=O)C2=O)cc1 (centres undefined)
#20 O=S(=O)(NCCN1CCOCC1)c1ccc(Oc2ccccc2Cl)cc1

Compound	16	17	18	19	20
Vc quorum ag	-1.6	i	-0.6	-0.8	-0.3
Rv3671c protease	2	-8	-2	3	-5
MazF activator	7	9	11	-3	-5
TcdB GH inh	.	.	0.0	0.6	-2.1
DUSP3 inh	21	3	13	.	0
Anthrax LF inh2	-11	5	0	-2	0
Yp Topo-I inh	5	-8	2	-7	3
SSB-PriA inh	.	i	-20	-10	11
PfHsp40 yeast	-0.3	0.7	0.5	0.3	-0.8
SARS 3CLpro inh	3	2	6	.	1

#21 CCN1C[C@]2(CO)CC[C@H](OC)[C@@]34C5C[C@H]6[C@H](OC)C5[C@](O)(C[C@H]6OC)[C@@H](C(OC)C23)[C@@H]14 (some centres undefined)
#22 Nc1c(C(=O)Nc2ccc(Br)cc2)sc2nc(-c3ccco3)ccc12
#23 O=C(NN=C1CCN(Cc2ccccc2)CC1)c1cc2ccccc2cc1O
#24 COc1cccc(NC(=O)C2(C)CCN2Cc2ccc(SC)cc2)c1 (centres undefined)
#25 Cc1cc(C)cc(NC(=S)N2CCN(S(C)(=O)=O)CC2)c1

Compound	21	22	23	24	25
Vc quorum ag	-0.4	i	0.0	-0.4	-1.1
Rv3671c protease	1	14	11	.	1
MazF activator	5	-4	5	.	-2
TcdB GH inh	0.4	.	0.7	1.6	2.1
DUSP3 inh	.	27	-5	.	14
Anthrax LF inh2	7	14	-6	-1	-2
Yp Topo-I inh	-2	2	-20	25	1
SSB-PriA inh	-5	-1	4	.	-10
PfHsp40 yeast	-1.1	-0.2	-0.9	.	-1.8
SARS 3CLpro inh	.	2	3	.	0

#26 O=C(Cn1c(=O)oc2ccccc21)NCCc1ccccc1Cl
#27 OCCC1CN(Cc2ccc3cccc(F)c3n2)CCN1Cc1ccccc1 (centres undefined)
#28 CSCC[C@H](NC(=O)N1CCn2c1nc1ccccc12)C(=O)NCc1ccccc1
#29 O=C(CN(Cc1ccccc1)C(=O)c1cc2c(s1)CCC2)NCc1cccs1
#30 COc1ccc(OCCOCCN2CCN(C)CC2)cc1

Compound	26	27	28	29	30
Vc quorum ag	-0.2	-0.4	-0.6	-0.3	-0.4
Rv3671c protease	4	3	-12	-5	6
MazF activator	11	-5	5	2	7
TcdB GH inh	1.2	0.4	0.9	.	0.2
DUSP3 inh	14	11	11	48	5
Anthrax LF inh2	-1	-7	-2	9	-2
Yp Topo-I inh	-2	-6	30	12	-8
SSB-PriA inh	-7	-8	10	-3	-19
PfHsp40 yeast	2.0	0.0	2.5	3.1	-0.1
SARS 3CLpro inh	-1	1	4	1	-3

#31 O=C(N/N=C/c1ccc2c(c1)OCO2)c1ccc(COc2cccc3cccnc23)cc1
#32 COc1ccc(NC(=O)CSc2nc(N)c(NC(=O)c3cccs3)c(=O)[nH]2)cc1
#33 O=C(NCCc1ccccc1)c1ccc2c(c1)OCO2
#34 Cc1nc2c(C)cccc2cc1C(=O)N/N=C/c1ccc(O)cc1
#35 O=C(CCc1nc(-c2ccccc2)no1)NCCc1ccccc1

Compound	31	32	33	34	35
Vc quorum ag	-1.1	-0.4	-0.4	-0.1	-0.9
Rv3671c protease	-14	-1	4	-3	-6
MazF activator	-1	4	-6	-5	-5
TcdB GH inh	0.1	0.1	-0.3	2.0	.
DUSP3 inh	17	33	25	11	9
Anthrax LF inh2	-6	-4	-6	2	-10
Yp Topo-I inh	-2	1	-1	-3	2
SSB-PriA inh	.	-11	0	.	-31
PfHsp40 yeast	0.3	0.6	1.3	-0.3	0.3
SARS 3CLpro inh	1	4	1	-1	0

#36 CCN(CC)CCn1nc(C)nc1-c1ccccc1O
#37 COc1ccc(-c2noc(=O)n2Cc2cc(C)ccc2C)cc1
#38 O=C(N/N=C/c1ccc(O)c(O)c1)C1CC1
#39 CCCCC(=O)N(C)c1c(C)nc2ccc(C(=O)N3CCCCC3)cn12
#40 O=c1cnnc(Nc2ccc(Nc3ccccc3)cc2)[nH]1

Compound	36	37	38	39	40
Vc quorum ag	i	i	-0.6	i	i
Rv3671c protease	-1	-2	4	.	-1
MazF activator	-3	-4	2	.	-4
TcdB GH inh	.	3.6	16*	1.3	1.8
DUSP3 inh	-4	8	.	.	-17
Anthrax LF inh2	-3	-4	-4	-6	-4
Yp Topo-I inh	5	-3	-6	-7	-7
SSB-PriA inh	1	-32	.	.	0
PfHsp40 yeast	?	0.9	.	.	0.7
SARS 3CLpro inh	0	2	.	.	0

#41 COc1ccc(CNS(=O)(=O)CCNC(=O)c2ccc(OC)cc2)cc1
#42 N=c1ccn(Cc2ccc([N+](=O)[O-])cc2)cc1
#43 CC12CCC(C(=NO)C1=NO)C2(C)C (centres undefined)
#44 COc1ccc(Cl)cc1NC(=O)CN1CCN(S(=O)(=O)N2CCOCC2)CC1
#45 O=C1c2cccc3cccc(c23)C(=O)N1CCN1CCN(C(=S)Nc2ccc(Cl)cc2)CC1
#46 CC(C)(O)C#Cc1ccc(CN2CCN(C3CCCCC3)C(CCO)C2)s1 (centres undefined)
#47 Nc1nc(SCC(=O)c2cc3ccccc3o2)n[nH]1
#48 COc1cccc(C(=O)COC(=O)COc2c(C)cc(C)cc2C)c1

Compound	41	42	43	44	45	46	47	48
Vc quorum ag	0.7	-0.8	-1.0	i	-1.0	i	-0.5	-0.2
Rv3671c protease	5	6	.	-3	0	3	9	1
MazF activator	-5	0	8	8	1	3	9	2
TcdB GH inh	1.7	0.7	0.8	2.3	1.2	0.6	0.2	2.8
DUSP3 inh	.	21	.	20	28	8	-19	.
Anthrax LF inh2	2	-22	-1	-6	0	1	2	6
Yp Topo-I inh	-6	-5	4	-3	-5	-6	-1	28
SSB-PriA inh	-7	-8	2	-13&-2	-13	-7	4	-15
PfHsp40 yeast	-1.1	-1.5	1.1	-1.9	-1.0	-0.3	0.0	1.4
SARS 3CLpro inh	.	-4	.	-2	0	1	1	.
